SIRT5 block – sirtuin-5 (human) deacylase inhibition. Q9NXA8. Purified SirT5, succinyl-peptide AMC, trypsin-coupled fluorescence. inhibition, % at 15 µM. 330,000 compounds, 1.1% hits; in the data active = inhibition above about 15%
Target sequence (Q9NXA8 whole entry, looked up): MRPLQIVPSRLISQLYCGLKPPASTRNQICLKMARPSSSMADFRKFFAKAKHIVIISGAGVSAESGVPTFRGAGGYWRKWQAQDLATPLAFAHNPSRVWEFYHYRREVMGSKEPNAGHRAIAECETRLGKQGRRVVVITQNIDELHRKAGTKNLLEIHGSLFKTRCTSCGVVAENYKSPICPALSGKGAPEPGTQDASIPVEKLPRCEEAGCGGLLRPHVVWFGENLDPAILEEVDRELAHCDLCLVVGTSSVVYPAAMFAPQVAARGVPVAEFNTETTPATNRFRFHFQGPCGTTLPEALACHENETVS
esBAF inh – blocks esBAF chromatin remodeling in mouse ES cells. reporter increase, % at 12.5 µM. Bmi1-luciferase knock-in reporter, 24 h; 100% = twice the neutral-well signal. 350,000 compounds, 2% hits; in the data active = activation above about 40%;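 also: 0% = median of the plate's neutral control wells and 100% = double that signal; a rise in the Bmi1 reporter signal indicates esBAF inhibition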
S100A4 inh HTS – S100A4-myosin IIA interaction inhibition | 360,000 compounds, 0.14% hits | AID 652163 | inhibition, % at 10.7 µM | S100A4/TAMRA-MyoIIA peptide fluorescence polarization;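 active = mean inhibition of at least 70% across replicates, with every replicate also reaching that level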
Target sequence (P26447 whole entry, looked up): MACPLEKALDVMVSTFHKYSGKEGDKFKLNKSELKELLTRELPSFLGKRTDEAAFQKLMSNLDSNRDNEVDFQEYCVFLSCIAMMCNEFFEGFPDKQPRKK
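incubation = readout 5 min after mixing, signal stable up to 60 min | system = S100A4 monomer protein | buffer or medium = HEPES pH 7.2 with CaCl2, KCl, NaCl, DTT, Triton | benchmarks = neutral control DMSO, positive control TFP | also added = fluorescent myosin IIA peptide, 5 nM | compound dosing = one concentration per compound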
Casp6 inh – inhibitors of human caspase-6 | purified caspase-6, Z-VEID-R110 cleavage fluorescence | inhibition, % at 12.5 µM | 350,000 compounds, 0.53% hits;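 active = mean inhibition across replicates at least about 35%, with every replicate also reaching that limit, limit read from the data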;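 also: 0% = median of neutral control wells and 100% = no fluorescence left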
Target sequence (P55212 24-179 limits assumed): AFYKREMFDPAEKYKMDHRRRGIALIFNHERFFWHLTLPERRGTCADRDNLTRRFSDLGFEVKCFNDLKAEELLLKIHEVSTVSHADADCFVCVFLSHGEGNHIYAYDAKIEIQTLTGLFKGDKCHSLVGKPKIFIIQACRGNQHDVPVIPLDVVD
Target sequence (P55212 194-293 limits assumed): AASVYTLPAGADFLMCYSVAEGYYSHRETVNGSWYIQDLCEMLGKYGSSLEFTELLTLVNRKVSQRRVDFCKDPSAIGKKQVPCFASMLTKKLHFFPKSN
LGR2 inh – inhibitors of bursicon-induced Drosophila LGR2 receptor cAMP signaling; inhibition, % at 9.99 µM; HEK293 LGR2, CRE-luciferase, bursicon-stimulated, 4 h; 380,000 compounds, 0.35% hits;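 active = drop in luminescence signal, shown as inhibition above about 50% in the replicate tests, limit read from the data, passing the limit was not always enough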;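 also: agonist challenge used bursicon conditioned medium at about half maximal strength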
FN deposit inh – fibronectin deposition inhibition; AH1F fibroblasts, Alexa488-fibronectin deposition fluorescence, overnight; inhibition, % at 12.6 µM; 350,000 compounds, 0.086% hits; AID 743247;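 active = mean inhibition across replicates of 30% or more, regardless of how many single replicates reach that level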;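 also: positive control wells lacked labelled fibronectin entirely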
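Schedule: 1 h cell adhesion before compound, then overnight fibronectin incubation; test system: AH1F fibroblast monolayer depositing Alexa488-labelled fibronectin into matrix; quantity: 10000 AH1F cells per well; probe or stimulus: fluorescent fibronectin at 24 nM final; signal: fluorescence, ex 485 nm, em 525 nm; evaluation: percent inhibition as loss of matrix-bound fibronectin fluorescence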
C2C12 statin – suppression of simvastatin myotoxicity; 330,000 compounds, 0.78% hits; C2C12 myotubes + simvastatin, ATP luminescence, 48 h; scaled: DMSO 0, geranylgeraniol control 100; AID 602340; rescue of ATP level, % at 7.49 µM;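 active = mean ATP rescue above about 67%, or every replicate alone reaching that limit, limit read from the data, passing the limit was not always enough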;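 also: myotubes were challenged with 10 µM simvastatin during compound exposure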
* hit, by the source's call; . = no result given.

(1) C[C@@H]1CN([C@H](C)CO)S(=O)(=O)c2ccc(C3=CCCC3)cc2O[C@@H]1CN(C)C(=O)c1ccc(F)cc1
(2) COc1ccc(NC(=S)NC2CC3CCC(C2)N3Cc2ccco2)cc1 (configuration not stated)
(3) Cc1nn(C(C)C(=O)O)c(=O)c2c1sc1ccccc12 (configuration not stated)
(4) O=C(Nc1ccc(C(=O)NCCCN2CCN(c3ccccc3)CC2)cc1)C1=CSCCO1
(5) CC(C)NC(=O)N1CCCCN2[C@H](CO)[C@@H](c3ccc(C#C[C@H](C)O)cc3)[C@@H]2C1
(6) COc1ccc(CCCNC(=O)C2(C)Cc3c(-c4ccc5c(c4)OCO5)ccnc3O2)cc1 (configuration not stated)
(7) CCOC(=O)N1N=C(C)CC1(O)c1ccccc1 (configuration not stated)
(8) COc1ccccc1N1C(=O)N(C(C)=O)C2C1Nc1ccccc1N2C (configuration not stated)
assay / compound | 1 | 2 | 3 | 4 | 5 | 6 | 7 | 8
FN deposit inh | -7.7 | -6.5 | 0.4 | -0.6 | . | 13.0 | 6.3 | .
SIRT5 block | 3.5 | 0.0 | . | 3.2 | 1.3 | -5.3 | . | 3.3
Casp6 inh | -1.3 | -2.9 | . | -4.3 | -7.2 | -2.4 | . | -2.2
C2C12 statin | -39.6 | . | -9.4 | -6.4 | . | -8.3 | -17.9 | -11.8
S100A4 inh HTS | -5.5 | -11.3 | . | -3.9 | 2.0 | 0.3 | . | -15.7
LGR2 inh | 16.9 | 15.9 | -2.0 | -6.1 | -8.8 | 7.0 | -11.6 | 0.3
esBAF inh | -4.6 | . | 3.5 | 0.5 | . | 5.6 | -7.4 | -5.0

(9) CCOc1ccc(CCNS(=O)(=O)c2ccc3c(c2)oc(=O)n3C)cc1OCC
(10) CCC(=O)Nc1ccc2c(c1)C(=O)N(C)C[C@H](OC)[C@@H](C)CN(C(=O)c1ccccn1)[C@H](C)CO2
(11) COc1ccc(S(=O)(=O)N2CCOC2CNC(=O)C(=O)NCc2ccncc2)cc1OC (configuration not stated)
(12) S=C(Nc1ccc2nsnc2c1)NC1CCCCC1
(13) COC1CCC2(C)C(=CCC3C4CC(O)CC4(C)CCC32)C1 (configuration not stated)
(14) Cc1ccc(OCCCC(=O)Nc2cc(Cl)ccc2-n2cncn2)cc1
(15) C#CCOCCOCCOCCNc1nc(N2CCOCC2)nc(N2CCN(C(=O)CCCCCCCCCCNC(=O)[C@@H](CCSC)n3cc(CCO)nn3)CC2)n1
(16) CC1CC(C)(C)NC(=S)N1CC(=O)N1CCN(Cc2ccc3c(c2)OCO3)CC1 (configuration not stated)
assay / compound | 9 | 10 | 11 | 12 | 13 | 14 | 15 | 16
FN deposit inh | 1.3 | -5.5 | . | 5.5 | -5.5 | 0.1 | -0.2 | -3.1
SIRT5 block | 0.4 | 2.1 | 0.9 | -9.2 | -2.1 | -0.8 | . | 6.9
Casp6 inh | 7.0 | 4.1 | -2.8 | 12.7 | 0.0 | -0.8 | 2.2 | 1.2
C2C12 statin | -1.1 | 1.7 | -0.4 | . | -3.2 | 0.5 | -4.2 | .
S100A4 inh HTS | -4.0 | 4.4 | -4.0 | 6.8 | 2.1 | 4.5 | 5.6 | -2.7
LGR2 inh | 1.3 | -1.2 | 5.0 | -79.4 | 3.9 | 7.7 | 11.6 | 11.0
esBAF inh | -4.1 | -1.2 | -7.2 | . | 2.4 | -1.2 | 0.3 | .

(17) CN(C)S(=O)(=O)c1ccc(Cl)c(C(=O)NNC(=O)c2ccc3c(c2)OCO3)c1
(18) O=c1[nH]c(Nc2ccc(F)cc2)cc2ccccc12
(19) Cn1cccc1C(=O)NC(=O)COC(=O)c1cc(S(=O)(=O)N2CCCCC2)ccc1Cl
(20) CCN(Cc1cc(=O)oc2cc(C)ccc12)c1ccccc1
(21) c1cc(-c2ccc(CN3CCOCC3)cc2)n2ccnc2c1
(22) CN(CC(=O)Nc1ccccc1Br)C(=O)C(Cc1ccccc1)NC(=O)c1ccccc1 (configuration not stated)
(23) CCOC(=O)c1c(C)oc2c1c(C=NC1CCS(=O)(=O)C1)c(O)c1ccccc12 (configuration not stated)
(24) CO[C@@H]1CN(C)C(=O)c2cc(NC(=O)NC3CCCCC3)ccc2OC[C@H](C)N(CC2CCOCC2)C[C@H]1C
assay / compound | 17 | 18 | 19 | 20 | 21 | 22 | 23 | 24
FN deposit inh | -2.4 | -0.6 | -1.9 | -1.1 | -1.3 | 0.0 | 7.2 | 3.1
SIRT5 block | -1.2 | 1.6 | -2.4 | 0.1 | -40.1 | -0.4 | . | .
Casp6 inh | -1.4 | 99.5* | 2.5 | 2.5 | -6.9 | -4.5 | . | 0.0
C2C12 statin | -13.9 | 44.8 | . | 26.4 | 0.6 | 0.9 | -0.4 | -0.3
S100A4 inh HTS | 5.5 | 0.9 | 4.6 | 6.9 | 3.1 | 4.6 | . | -7.3
LGR2 inh | 13.3 | 2.6 | 7.8 | -5.5 | -18.9 | 8.1 | 12.4 | -14.4
esBAF inh | 7.3 | 2.4 | . | 4.4 | 1.0 | -0.7 | -0.7 | 9.9

Some of the entries so far, bar-delimited.
nr | Compound | FN deposit inh | SIRT5 block | Casp6 inh | C2C12 statin | S100A4 inh HTS | LGR2 inh | esBAF inh
12 | S=C(Nc1ccc2nsnc2c1)NC1CCCCC1 | 5.5 | -9.2 | 12.7 | . | 6.8 | -79.4 | .
13 | COC1CCC2(C)C(=CCC3C4CC(O)CC4(C)CCC32)C1 (configuration not stated) | -5.5 | -2.1 | 0.0 | -3.2 | 2.1 | 3.9 | 2.4
14 | Cc1ccc(OCCCC(=O)Nc2cc(Cl)ccc2-n2cncn2)cc1 | 0.1 | -0.8 | -0.8 | 0.5 | 4.5 | 7.7 | -1.2
15 | C#CCOCCOCCOCCNc1nc(N2CCOCC2)nc(N2CCN(C(=O)CCCCCCCCCCNC(=O)[C@@H](CCSC)n3cc(CCO)nn3)CC2)n1 | -0.2 | . | 2.2 | -4.2 | 5.6 | 11.6 | 0.3
16 | CC1CC(C)(C)NC(=S)N1CC(=O)N1CCN(Cc2ccc3c(c2)OCO3)CC1 (configuration not stated) | -3.1 | 6.9 | 1.2 | . | -2.7 | 11.0 | .
17 | CN(C)S(=O)(=O)c1ccc(Cl)c(C(=O)NNC(=O)c2ccc3c(c2)OCO3)c1 | -2.4 | -1.2 | -1.4 | -13.9 | 5.5 | 13.3 | 7.3
18 | O=c1[nH]c(Nc2ccc(F)cc2)cc2ccccc12 | -0.6 | 1.6 | 99.5* | 44.8 | 0.9 | 2.6 | 2.4
19 | Cn1cccc1C(=O)NC(=O)COC(=O)c1cc(S(=O)(=O)N2CCCCC2)ccc1Cl | -1.9 | -2.4 | 2.5 | . | 4.6 | 7.8 | .
20 | CCN(Cc1cc(=O)oc2cc(C)ccc12)c1ccccc1 | -1.1 | 0.1 | 2.5 | 26.4 | 6.9 | -5.5 | 4.4
21 | c1cc(-c2ccc(CN3CCOCC3)cc2)n2ccnc2c1 | -1.3 | -40.1 | -6.9 | 0.6 | 3.1 | -18.9 | 1.0

(listing goes on)
(25) C[C@H]1CN([C@@H](C)CO)S(=O)(=O)c2ccc(-c3cccc(C(=O)N(C)C)c3)cc2O[C@@H]1CN(C)C(=O)Nc1ccccc1
(26) Cc1cccc(C)c1NC(=O)CSc1nnc(C2CCCCC2)o1
(27) Cc1[nH]nc2c1C(Cc1ccccc1)C(C#N)=C(N)O2 (configuration not stated)
(28) C[C@@H]1CN([C@H](C)CO)C(=O)c2cc(C#CCN(C)C)cnc2O[C@H]1CN(C)Cc1ccccc1F
(29) CS(=O)(=O)N1CCN(c2ccc([N+](=O)[O-])c(SCc3ccco3)c2)CC1
(30) O=C(CN1CCC(C(=O)c2ccc3c(c2)OCCO3)CC1)NCc1ccc(F)cc1
(31) O=C(NCc1ccc(F)cc1F)[C@@H]1CCCN1C(=O)[C@@H]1CCCN1C(=O)c1cccc(Cl)c1
(32) CC1CC(C)CN(S(=O)(=O)N2CCCC(C(=O)NCCc3ccccc3)C2)C1 (configuration not stated)
(33) COc1ccc(CNC(=O)c2cnc3cc(C)ccn3c2=O)cc1
(34) C[C@@H]1CN([C@@H](C)CO)C(=O)c2cccc(NC(=O)c3nc4ccccc4s3)c2O[C@H]1CN(C)Cc1ccc(C(=O)Nc2ccccc2N)cc1
assay / compound | 25 | 26 | 27 | 28 | 29 | 30 | 31 | 32 | 33 | 34
FN deposit inh | . | -1.6 | 5.6 | -1.6 | -15.1 | -9.6 | 0.8 | -14.2 | -5.5 | -2.4
SIRT5 block | 10.6 | 3.7 | . | -2.5 | -2.5 | 2.5 | 0.1 | -2.6 | . | 7.9
Casp6 inh | 0.3 | -0.3 | . | 1.4 | -0.1 | 3.2 | -0.1 | -3.1 | 1.1 | -1.3
C2C12 statin | -41.2 | 5.1 | -4.8 | 3.0 | . | 12.7 | . | -24.7 | 19.2 | 100.6*
S100A4 inh HTS | -7.0 | -0.7 | . | 0.6 | -1.7 | -1.1 | -4.3 | -0.6 | 1.3 | -28.9
LGR2 inh | -11.2 | 11.7 | . | -2.6 | 24.4 | 6.5 | -20.6 | 1.3 | 4.7 | 0.9
esBAF inh | -1.6 | -4.9 | -2.0 | 1.0 | . | 5.0 | . | -4.0 | 2.1 | 6.8

Screening results (PubChem BioAssay)

Some of the compounds tested, so the mix of outcomes need not match the whole.
